High-throughput results from PubChem.
SR-BI DiI-HDL act: activators of SR-BI mediated DiI-HDL uptake, primary screen, ldlA[mSR-BI] CHO cells, DiI fluorescence; 0.096% of 320,000 active; activation, % at 12.5 µM; 3 h; 100 = double the neutral-control signal;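 active means mean replicate activation of at least 60% and every replicate at or above 60%; inconclusive means mean or all-replicate condition met, but not both; inactive means mean below 60% and not all replicates reaching 60%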;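 further: 0% = median plate neutral-control signal and 100% = twice that signal; values of inactives mirror those of a sister screen read the other way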
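Assay system: CHO ldlA[mSR-BI] cells, LDL receptor-null, SR-BI overexpressing; medium: Ham's F12 with 0.5% BSA, HEPES 25 mM, pH 7.4; also added: DiI-HDL 10 µg/mL; timing: 3 h uptake period with compound, 37 °C; signal: DiI fluorescence, bottom read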
RTF Ca sens act: cardiac RTF calcium sensitivity activators, primary screen, biochemical, IANBD-TnC fluorescence, EC20 calcium; Troponin I, cardiac muscle (Homo sapiens) + Troponin T, cardiac muscle (Homo sapiens) + …; IANBD-labeled TnC RTF fluorescence at EC20 calcium; 0% EC20 calcium, 100% full calcium; activation, % at 7.2 µM; 0.24% of 340,000 active;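 active means activation above the mean over all tested compounds plus 3 SD, cut at about 30% in these data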;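 further: rise in fluorescence read as greater calcium sensitivity of cardiac thin filaments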
SR-BI DiI inh: inhibitors of SR-BI mediated HDL lipid uptake, primary screen, ldlA[mSR-BI] cells, fluorescence, single point; Scavenger receptor class B member 1 (Mus musculus), Q61009; inhibition, % at 12.5 µM; AID 488896, 2010; ldlA[mSR-BI] CHO cells, DiI-HDL uptake fluorescence, 3 h; 0.96% of 320,000 active;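 active means mean replicate inhibition of at least 70% and a set share of replicates each scoring 70 or more; inconclusive means meets just one of the two criteria; inactive means fails both criteria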;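 further: 0% = median of neutral control wells and 100% = median of positive control wells; values of inactives mirror those of a sister screen read the other way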
dFosB act: activators of delta FosB homodimer, primary screen, biochemical, fluorescence polarization, TAMRA-CDK5 oligo, single point. Protein FosB (Mus musculus), P13346. 0.99% of 340,000 active. purified delta FosB; percent of positive-control signal above neutral wells. activation, % at 25 µM;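 active means mean activation above about 17%, with every replicate also reaching it, limit read from the data, passing the limit was not always enough; inconclusive means only one of the two conditions met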;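 further: fluorescence polarization rise as delta FosB binds a TAMRA Cdk5 AP-1 oligo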
Wnt act: Wnt/beta-catenin pathway activators, primary screen, cell-based, plate reader, single point. Wnt/beta-catenin reporter cell assay, activator. activation, % at 9.35 µM. 1.2% of 300,000 active. AID 743398, 2014; in the data active means activation above about 30%, passing the limit was not always enough; inconclusive means no clear call, values can overlap the other calls;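 further: 0% = neutral control wells and 100% = positive control wells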
CDK5 inh: inhibitors of human CDK5/p35 kinase, primary screen, biochemical, single concentration; inhibition, % at 10 µM; 0.01% of 330,000 active; Cyclin-dependent kinase 5 (Homo sapiens) + Cyclin-dependent kinase 5 activator 1 (Homo …; Recombinant CDK5/p35, ADP-Glo luminescence, 60 min;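 active means highest replicate inhibition of at least 50% and at least 75% of replicates reaching 50%; inconclusive means only one of the two criteria met; inactive means both criteria failed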;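 further: plate controls were DMSO neutral control for no effect and GW8510 at 10 µM for full effect; many of its hits are not listed in these tables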
HTR5A ag: HTR5A agonists in luminescence cell assay, primary screen, counter-screen for OPRM1-OPRD1 heterodimer agonist project, full-deck HTS. cell-based. 5-hydroxytryptamine receptor 5A (Homo sapiens), P47898. AID 504692, 2011. 0.61% of 340,000 active. activation, % at 9.3 µM; in the data active means activation mostly above about 9.5%, no sharp cut-off; inactive means mostly below about 7.6%;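 further: 0% = cells with vehicle only and 100% = reference agonist; strong numbers were not always called active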
PvdQ inh: P. aeruginosa PvdQ acylase inhibitors, primary screen, biochemical, fluorescence, plate reader and imaging, single point; PvdQ acylase [Pseudomonas aeruginosa LESB58]; purified PvdQ acylase; inhibition, % at 10 µM; 0.063% of 340,000 active; AID 488965, 2010; in the data active means inhibition above about 30%, passing the limit was not always enough; inconclusive means no clear call, values can overlap the other calls;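 further: 0% = vehicle neutral wells and 100% = reference inhibitor wells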
Rtt109 Vps75: inhibitors of C. albicans Rtt109/Vps75 HAT, primary screen, biochemical, ThioGlo CoA-SH fluorescence, plate reader. AID 540336, 2011. inhibition, % at 34.9 µM. 0.16% of 330,000 active. purified Rtt109/Vps75, 4 h. Histone acetyltransferase RTT109 (Candida albicans (strain SC5314 / ATCC MYA-2876)), …;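 active means inhibition of at least 50% in every replicate; inconclusive means best replicate reaches 50% inhibition but some replicates fall short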
MITF TRPM1 HTS: activators of MITF-driven TRPM1 promoter reporter, primary screen, cell-based, SK-MEL-5, luciferase, single point. activation, % at 12.5 µM. 0.75% of 300,000 active. SK-MEL-5 TRPM1-promoter luciferase, 24 h; % of positive control, neutral wells = 0;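 active means mean activation of at least 80% with every replicate also reaching 80%; inconclusive means mean reaches 80% but some replicate falls short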;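 further: 0% = neutral control wells and 100% = parthenolide positive control wells; values of inactives mirror those of a sister screen read the other way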
Active calls of the source: *; ? = inconclusive; . = no result given.

SMILES	SR-BI DiI-HDL act	RTF Ca sens act	SR-BI DiI inh	dFosB act	Wnt act	CDK5 inh	HTR5A ag	PvdQ inh	Rtt109 Vps75	MITF TRPM1 HTS
Cc1[nH]c2ccccc2c1C(O)CN1CCC2(CC1)OCCO2 (stereo not drawn)	29.6	-4.5	-29.6	-1.2	-2.0	-0.7	0.7	2.6	4.3	-1.0
COc1ccc(NC(=O)c2ccccc2NC(=O)C2CCCCC2C(=O)O)cc1 (stereo not drawn)	-7.9	-5.1	7.9	-0.1	37.7*	-1.2	1.2	-8.8	2.1	.
COc1ccc(/C(O)=C2/C(=O)C(=O)N(CCN(C)C)C2c2ccccn2)cc1OC (stereo not drawn)	12.8	2.4	-12.8	-2.9	4.9	-0.6	0.4	-10.3	6.2	4.2
Cc1ccc(NC(=O)C[n+]2cc(-c3ccccc3)n3c2CCC3)c(C)c1	-18.6	-2.2	18.6	3.9	-4.5	0.5	3.0	-11.7	2.6	-2.8
COc1ccc(-n2c(SCCNCCO)nc3sc4c(c3c2=O)CCCC4)cc1	11.4	-0.1	-11.4	1.6	-3.3	1.7	-1.4	7.4	19.0	-10.5
COc1ccc(CCNC(=O)CSc2nn(-c3ccccc3)c(=S)s2)cc1	33.7	-2.8	-33.7	-1.2	-8.5	0.0	9.1	-11.1	-3.6	4.3
CC(=O)c1cccc(NC(=O)COC(=O)c2cccs2)c1	5.9	5.5	-5.9	2.1	.	-4.8	-3.3	-9.7	1.5	10.0
CC(=O)Nc1ccc(S(=O)(=O)NC(C)C(=O)NCCc2ccc(F)cc2)cc1 (stereo not drawn)	1.7	-1.4	-1.7	-7.4	-0.6	-1.9	-0.2	-9.4	-8.9	8.5
CC(C)(C)NC(=O)C(c1ccc(OCC(N)=O)cc1)N(C(=O)c1cccnc1)C1CC1 (stereo not drawn)	11.6	-2.4	-11.6	-10.3	.	-1.2	0.3	-6.9	-7.6	-2.9
CC(C)=C1SC(N2CCCCC2)=NC1=O	0.1	0.4	-0.1	-0.9	.	-1.2	3.1	6.7	-1.5	6.4
O=C1NC[C@H](c2ccccc2)OC(=O)[C@H](Cc2ccc(F)cc2)CC/C=C/C[C@H]1CC(=O)N(CCO)Cc1ccccc1	-6.2	-5.5	2.6	0.6	2.0	0.7	-1.2	10.5	12.5	-12.7
Cc1nn(CC(=O)NCCCN2CCN(C)CC2)c(=O)c2cc(-c3ccccc3)nn12	9.4	-4.8	-9.4	-8.6	-2.1	-2.2	-0.1	-8.2	0.7	17.1
O=C(CCc1ccc(S(=O)(=O)NCc2ccccc2)cc1)NCC1CCCO1 (stereo not drawn)	6.1	1.0	-6.1	-2.5	.	-0.7	-1.7	6.5	24.0	6.1
c1ccc(CSc2ncnc3c2sc2nc(N4CCOCC4)c4c(c23)CCCC4)cc1	2.8	-3.4	-2.8	4.2	.	1.0	-2.4	7.4	0.6	-1.6
O=C(O)CCCN1C(=O)NC2NC(=O)NC21 (stereo not drawn)	2.6	3.7	-0.2	-8.7	-7.4	-2.4	1.1	-4.9	2.7	-4.2
O=C(CN(c1cccc([N+](=O)[O-])c1)S(=O)(=O)c1ccccc1)NCc1cccnc1	.	-4.7	.	-1.5	-3.0	-1.6	4.8	-11.9	-4.8	2.5
Cc1ccc(-c2nn(-c3cccc(F)c3)cc2CNCCc2ccncc2)o1	.	3.7	.	1.4	10.1	-6.8	-1.5	-7.4	1.3	41.4
CN(Cc1ccccc1)C(=O)c1[nH]cnc1C(=O)N[C@@H](Cc1ccccc1)C(=O)OC(C)(C)C	-2.9	-1.6	2.9	-12.2	-3.1	0.5	0.2	-14.2	14.6	-3.7
COc1cc(Br)c(C2C(C#N)=C(N)Oc3n[nH]c(-c4cccnc4)c32)cc1OC (stereo not drawn)	19.6	2.6	-19.6	7.2	-0.7	2.1	1.6	-2.3	5.9	5.6
CCC(=O)Nc1cccc(-n2nnnc2SCC(=O)N2CCCCC2)c1	-9.9	0.3	9.9	-4.0	15.7	-3.6	3.0	-22.5	0.9	1.8
O=C(NCc1cccnc1)c1ccc(S(=O)(=O)N2CCOCC2)cc1	20.7	-5.2	-20.7	-2.2	0.0	-0.2	-1.9	-11.3	.	-7.9
O=C(CSc1nnnn1-c1cccc(F)c1)NC1CC1	-24.7	1.6	24.7	1.2	-0.7	-0.5	0.9	10.4	5.5	-0.8
CCOc1ccc(NC(=S)Nc2cccnc2)cc1	-3.4	0.2	3.4	-8.7	1.0	0.1	-1.0	-10.8	-4.1	0.2
Cc1cc(C(=O)NNC(=S)Nc2ccccc2)nn1C	6.6	.	-6.6	-8.7	1.3	-3.0	.	-4.3	-3.4	12.5
CC(=O)c1c(C)[nH]c(C(=O)NCc2ccc(C)cc2)c1C	.	2.5	.	-6.3	-1.3	-1.8	-1.9	-14.8	-0.8	5.6
CC1Sc2ccc(S(=O)(=O)CCC(=O)N3CCCC3)cc2NC1=O (stereo not drawn)	-1.4	-3.6	1.4	2.9	-0.5	1.6	0.5	-11.7	-19.3	2.0
Cc1ccc(N(CC(=O)NCCc2ccc(F)cc2)S(=O)(=O)c2ccc(Cl)c([N+](=O)[O-])c2)c(C)c1	-4.5	3.4	4.5	-4.6	-8.0	-0.3	1.5	3.4	-1.7	-42.6
Cc1ccc(NCC(=O)N=Nc2c(O)n(C)c3ccccc23)cc1	2.8	-0.5	-2.8	-11.4	0.3	1.2	-2.7	8.0	2.5	13.4
CC1=C(C(N)=O)C(c2cccs2)NC(=S)N1 (stereo not drawn)	7.8	-6.7	-7.8	-2.1	-0.9	0.8	-7.2	-1.5	-1.6	-3.3
CC(C)c1ccc2oc(=O)cc(CN3CCCCC3)c2c1	8.2	-3.4	-8.2	-9.7	2.9	1.3	0.6	-8.3	-6.5	-0.4
O=C(N/N=C/c1cc(Cl)ccc1O)c1ccncc1	-115.4	4.4	115.4*	-15.3	-3.8	3.5	-0.4	-10.0	-0.2	-61.7
Cc1ccc(S(=O)(=O)c2nc(S(C)(=O)=O)sc2N2CCN(C)CC2)cc1	52.4	-0.6	-52.4	3.1	-1.3	0.3	4.9	-2.9	-25.1	-14.5
CC(C)CCNC(=O)c1ccc(C2SCC(=O)N2Cc2ccco2)cc1 (stereo not drawn)	-28.3	-7.1	28.3	-6.7	-6.1	4.2	1.9	11.1	2.9	-1.9
Cn1c(=O)cc(OCCCC(=O)Nc2ccc3c(c2)OCCO3)c2ccccc21	28.1	1.3	-28.1	43.8*	63.9*	-1.0	-0.1	-15.2	-5.8	-2.1
O=C(Nc1cccc(C(=O)Nc2ccccc2C(=O)O)c1)c1cccc(Cl)c1	-1.6	-7.6	1.6	-10.0	1.3	-0.5	2.0	-14.5	9.8	.
Cc1cc(C)cc(-n2c(C)cc(C=C(C#N)C#N)c2C)c1	-15.1	-4.7	15.1	-2.5	-8.1	-0.7	-7.9	4.0	-15.0	.
Cc1ccc(NC(=O)COC(=O)CCc2c(C)nc3ncnn3c2C)cc1C	-17.3	0.5	17.3	2.3	-3.6	1.0	-2.0	-0.1	-2.5	-10.0
CC12CCC(=O)N1c1c(sc3nc(N4CCOCC4)c4c(c13)CCCC4)C(=O)N2 (stereo not drawn)	-7.9	-3.8	7.9	-5.5	-3.7	0.7	-1.4	-8.1	-44.9	-8.2
CC(C)c1ccccc1OCC(O)CN1CCN(S(=O)(=O)c2ccc([N+](=O)[O-])cc2)CC1 (stereo not drawn)	-21.8	-1.0	21.9	-11.1	-2.9	2.2	4.8	4.4	10.6	-7.0
Nc1ccc2nc(-c3cccc(-c4nc5ccc(N)cc5[nH]4)n3)[nH]c2c1	5.7	-1.6	-5.7	?	1.7	1.7	2.8	4.1	5.7	10.5
Cc1ccc(S(=O)(=O)/C(=C\N(C)C)c2cnc(Cl)s2)cc1	44.8	-0.2	-44.8	-5.1	-0.4	-1.5	1.6	-10.5	-8.8	0.5
Cc1c(CCCC(=O)O)sc(N)c1C(=O)c1cccc(C(F)(F)F)c1	16.0	4.1	-16.0	1.6	-3.3	0.7	-3.0	-15.1	17.1	15.5
COc1ccc(NS(=O)(=O)c2cc(C)ccc2OC)cc1OC	7.7	-3.8	-7.7	-0.4	-1.1	-0.8	9.7	-20.4	1.7	-8.5
O=C(NCCOC(=O)c1ccc(C(=O)OCCNC(=O)c2cccnc2)s1)c1cccnc1	10.2	-0.9	-10.2	-4.7	.	0.6	1.4	2.5	-2.6	3.0
O=C(Nc1ccccc1)c1cc(S(=O)(=O)N2CCSCC2)ccc1Cl	18.6	8.3	-18.6	?	-0.5	0.2	2.7	-6.0	6.6	-7.5
O=C(NCCN1C(=O)S/C(=C\c2ccc(OC(F)F)cc2)C1=O)C1=COCCO1	-8.0	-3.5	8.0	-2.0	.	-6.3	0.7	-4.4	3.1	-1.7
COc1cc2c(C#N)c(N3CCN(C)CC3)nc(N)c2c(N)n1	-3.4	-1.1	3.4	15.4	.	3.3	3.8	-6.2	-48.9	.
COc1ccc(CCNC(C)=O)cc1	13.9	-8.7	-13.9	-3.8	.	-1.2	-2.3	-3.7	-3.2	-0.5
COc1ccc(C(=O)O/N=C(\C)c2nccs2)cc1	10.1	-2.6	-10.1	-6.5	-0.8	6.5	-5.5	3.2	-0.9	3.7
CC(C)Cn1c(-c2ccc(Cl)cc2)cnc1SCC(=O)N1CCOCC1	-22.1	7.1	22.1	-6.3	-2.9	1.5	0.3	3.8	5.8	-6.6
Cc1ccc(OCC(=O)Nc2ccc3oc(=O)ccc3c2)cc1	.	-5.7	.	-7.4	-0.9	-0.1	-2.2	10.8	-1.1	20.8
CC(=O)N1c2ccccc2NC2=C(C(=O)CCC2)C1c1cccnc1 (stereo not drawn)	-9.3	0.9	9.3	0.0	.	0.2	2.6	8.0	.	-0.4
CCOc1ccc(C2=Nn3cnnc3SC2)cc1	27.0	1.5	-27.0	-2.4	.	-0.6	0.7	-6.5	12.2	-10.8
Cc1c(C(=O)OCC(=O)c2ccc3c(c2)OCCO3)oc2ccccc12	-6.1	5.9	6.1	-5.2	5.0	-0.6	-2.0	-8.5	-8.3	31.1

Outcome played no part in choosing rows, and some 4.4% of all compounds hit somewhere here.
